ERp5 inh = blocks human ERp5 reductase activity on insulin. actives 0.05% (n = 350,000). inhibition, % at 9.99 µM. Q15084. ERp5 insulin aggregation, absorbance 650 nm, 90 min;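 active = mean replicate inhibition above about 25%, with every replicate also reaching it, limit read from the data, passing the limit was not always enough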
esBAF inh = blocks esBAF chromatin remodeling in mouse ES cells; Bmi1-luciferase knock-in reporter, 24 h; 100% = twice the neutral-well signal; reporter increase, % at 12.5 µM; actives 2% (n = 350,000); in the data active = activation above about 40%;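 note: 0% = median of the plate's neutral control wells and 100% = double that signal; a rise in the Bmi1 reporter signal indicates esBAF inhibition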
ARNT-TACC3 inh = ARNT/TACC3 interaction disruption | AlphaScreen His-ARNT PAS-B/GST-TACC3 binding, luminescence; TACC3 fragment carries E629A point mutation | actives 0.66% (n = 390,000) | inhibition, % at 9.99 µM;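 active = mean inhibition of replicates at least 50% and at least half of replicates each reaching 50%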;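 note: 0% = complete ARNT plus TACC3 wells and 100% = ARNT alone without TACC3; many hits fall short of the cut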
PglD inh = blocks C. jejuni PglD acetyltransferase activity; purified PglD enzyme, DTNB colorimetric CoA detection; inhibition, % at 12.5 µM; actives 0.098% (n = 360,000); in the data active = inhibition above about 16%, passing the limit was not always enough; note: strong numbers were not always called active
CASP6 VEID inh = inhibitors of human caspase-6. P55212. actives 0.53% (n = 350,000). purified caspase-6, Z-VEID-R110 cleavage fluorescence. AID 686996. inhibition, % at 12.5 µM;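 active = mean inhibition across replicates at least about 35%, with every replicate also reaching that limit, limit read from the data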;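 note: 0% = median of neutral control wells and 100% = no fluorescence left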
Target sequence (P55212 24-179 limits assumed): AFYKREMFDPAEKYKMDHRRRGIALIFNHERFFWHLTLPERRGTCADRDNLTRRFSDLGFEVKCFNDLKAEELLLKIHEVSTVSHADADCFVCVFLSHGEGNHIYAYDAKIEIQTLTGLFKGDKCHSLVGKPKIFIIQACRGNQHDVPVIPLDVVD
Target sequence (P55212 194-293 limits assumed): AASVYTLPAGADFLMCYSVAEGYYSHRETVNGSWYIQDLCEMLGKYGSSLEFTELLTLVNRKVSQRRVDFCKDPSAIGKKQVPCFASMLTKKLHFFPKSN
RAD54 branch = RAD54 (human) branch migration inhibition. Q92698. actives 0.14% (n = 360,000). RAD54 Holliday junction branch migration, FAM/BHQ fluorescence. inhibition, % at 10.4 µM;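 active = mean normalized replicate activity at least 40 and at least half of replicates scoring 40 or more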;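 note: 0% = median of neutral control wells and 100% = median of positive control wells; inhibitors cause a drop in the FAM fluorescence signal; in these data hits start at about 50%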
Target sequence (Q92698 whole entry, looked up): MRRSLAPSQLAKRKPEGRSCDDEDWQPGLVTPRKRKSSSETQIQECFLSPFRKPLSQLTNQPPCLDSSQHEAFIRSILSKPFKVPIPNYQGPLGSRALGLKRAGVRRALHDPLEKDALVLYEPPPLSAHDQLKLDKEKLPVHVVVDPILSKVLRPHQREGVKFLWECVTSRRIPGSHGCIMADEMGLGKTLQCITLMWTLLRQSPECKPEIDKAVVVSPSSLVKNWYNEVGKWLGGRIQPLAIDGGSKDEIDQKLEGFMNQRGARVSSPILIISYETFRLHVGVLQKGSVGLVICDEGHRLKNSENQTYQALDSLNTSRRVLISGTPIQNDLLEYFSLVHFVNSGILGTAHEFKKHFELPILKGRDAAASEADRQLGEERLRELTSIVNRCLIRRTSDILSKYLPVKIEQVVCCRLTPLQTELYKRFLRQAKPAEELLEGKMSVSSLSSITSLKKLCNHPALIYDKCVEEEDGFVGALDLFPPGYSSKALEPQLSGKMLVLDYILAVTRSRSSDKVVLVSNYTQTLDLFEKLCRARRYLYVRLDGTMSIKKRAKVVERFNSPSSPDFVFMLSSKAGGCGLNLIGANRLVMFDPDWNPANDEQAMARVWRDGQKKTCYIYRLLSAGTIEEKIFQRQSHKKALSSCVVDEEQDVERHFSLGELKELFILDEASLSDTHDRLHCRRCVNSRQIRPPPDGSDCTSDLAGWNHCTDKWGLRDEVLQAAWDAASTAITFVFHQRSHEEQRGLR
E-selectin induc = induces E-selectin expression in human endothelial cells. activation, % at 7.58 µM. HUVEC E-selectin immunofluorescence imaging; normalized: neutral wells 0, TNF-alpha wells 100. actives 0.37% (n = 260,000). P16581;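 active = mean E-selectin-positive cell signal at least 10% of the positive control, reached in at least 60% of replicates, without over 20% cell loss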;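 note: in these data hits start at about 27%; measured in HUVEC primary endothelial cells; signal is the percent of cells scored E-selectin positive by PE staining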
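System: HUVEC, human umbilical vein endothelial cells; quantity: 3,000 cells/well; buffer or medium: EGM-2 medium, gelatin-coated wells; dosing: single-point compound dose; detection: immunofluorescence imaging; evaluation: % PE-positive cells; benchmarks: TNF-alpha, DMSO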
RAD52 anneal inh = RAD52 (human) annealing inhibition; actives 0.46% (n = 360,000); inhibition, % at 18.7 µM; recombinant RAD52 DNA annealing, FRET fluorescence; P43351;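 active = every replicate showing at least 50% inhibition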
The depositor's hits bear a star; nt = no result given; & = joins results of further samples.

SMILES	ERp5 inh	esBAF inh	ARNT-TACC3 inh	PglD inh	CASP6 VEID inh	RAD54 branch	E-selectin induc	RAD52 anneal inh
O=C1c2cc([N+](=O)[O-])cc3cc([N+](=O)[O-])cc(c23)C(=O)N1c1ccccn1	-1	nt	42	12	48*	18	nt	3
CCNC(=S)NC1CC2CCCC(C1)N2Cc1ccco1 (centres undefined)	nt	7	-14	2	nt	-5	nt	nt
CO[C@H]1CN(C)C(=O)c2cccc(C#N)c2OCC[C@@H]2CC[C@@H](OC)[C@H](CN(C)C(=O)[C@@H]1C)O2	-3	3	20	1	2	4	0.2	-1
CC(C)(C)C(=O)NNC(=O)C1CC1(c1ccccc1)c1ccccc1 (centres undefined)	2	-4	-1	-3	0	-11	-0.2	-4
CCC(=O)NCCSc1c[nH]c2ccccc12	nt	-9	-6	6	nt	0	nt	nt
CC(C)(O)P(C)(=O)c1ccccc1 (centres undefined)	nt	-5	-14	-6	nt	-13	nt	nt
COC(=O)CC1C(=O)NCCN1C(=O)c1cc(OC)c(OC)cc1OC (centres undefined)	3	-2	-1	-5	1	-1	-0.1	-11
Cc1cccc(CC(=O)NCCN2CCOCC2)c1	2	-5	-2	3	2	-9	nt	-1
COc1ccc(NC(=O)CSc2nnc(C3CCCCC3)o2)c(OC)c1	nt	-3	2	4	nt	0	-0.1	nt
Cc1c(N=C2C(=O)Nc3ccccc32)c(=O)n(-c2ccccc2)n1C	0	13	26	0	13	1	0.1	26
COc1ccc(CN(C)c2ncnc3sccc23)c(OC)c1OC	3	-12	-5	1	-2	-4	nt	-16
O=C(C[C@@H]1CC[C@@H]2[C@H](COC[C@H](O)CN2C(=O)Nc2cc(Cl)cc(Cl)c2)O1)NCC1CC1	-4	4	6	2	-5	2	0.2	-10
CO[C@@H]1CN(C)C(=O)c2ccc(NC(=O)C3CC3)cc2OC[C@H](C)N(CCC(F)(F)F)C[C@@H]1C	-2	-3	-9	0	7	7	-0.1	14
Cn1cc(Cl)c(/C(N)=N/OC(=O)c2ccccc2C(F)(F)F)n1	4	51*	6	-2	0	1	nt	-5
CC1=CC2=NC(=O)/C(=C\c3cccn3CCOc3cc(C)cc(C)c3)C(=N)N2O1	9	nt	3	-9	-2	-5	nt	-5
Cc1cc2oc(=O)cc(CN3CCN(Cc4ccccc4)CC3)c2cc1C	-2	5	-2	-2	0	-3	-0.1	-4
NC(=O)CC(NC(=O)Cc1ccc(Br)cc1)c1ccc(NC2CCCCCCC2)c([N+](=O)[O-])c1 (centres undefined)	-2	1	0	0	0	6	0.0	-135
COCCNS(=O)(=O)c1ccc2c3c(cccc13)C(=O)N2C	-6	-6	1	nt	2	nt	nt	-14
CCOc1ccccc1N(CC(=O)N1CCc2ccccc2C1)S(C)(=O)=O	-5	6	-2	-6	2	8	0.0	3
CN1C[C@H](O)COC[C@H]2O[C@@H](CC(=O)N3CCN(c4ccccc4)CC3)CC[C@@H]21	2	-1	-1	11	1	2	-0.2	3

Structures above with a halogen, in the order listed:
SMILES	ERp5 inh	esBAF inh	ARNT-TACC3 inh	PglD inh	CASP6 VEID inh	RAD54 branch	E-selectin induc	RAD52 anneal inh
O=C(C[C@@H]1CC[C@@H]2[C@H](COC[C@H](O)CN2C(=O)Nc2cc(Cl)cc(Cl)c2)O1)NCC1CC1	-4	4	6	2	-5	2	0.2	-10
CO[C@@H]1CN(C)C(=O)c2ccc(NC(=O)C3CC3)cc2OC[C@H](C)N(CCC(F)(F)F)C[C@@H]1C	-2	-3	-9	0	7	7	-0.1	14
Cn1cc(Cl)c(/C(N)=N/OC(=O)c2ccccc2C(F)(F)F)n1	4	51*	6	-2	0	1	nt	-5
NC(=O)CC(NC(=O)Cc1ccc(Br)cc1)c1ccc(NC2CCCCCCC2)c([N+](=O)[O-])c1 (centres undefined)	-2	1	0	0	0	6	0.0	-135

Next results
SMILES	ERp5 inh	esBAF inh	ARNT-TACC3 inh	PglD inh	CASP6 VEID inh	RAD54 branch	E-selectin induc	RAD52 anneal inh
Cn1c(Cn2c(=O)sc3ccccc32)nnc1SCc1ccc(F)cc1	6	-2	nt	-3	2	2	0.3	-15
CC(OCC(O)CN1CCCCC1CCO)c1ccc(Cl)cc1 (centres undefined)	-3	-3	12	2	-2	3	nt	-22
O=C(O)CCNS(=O)(=O)c1ccccc1Br	-2	-8	1	-3	0	-12	-0.4	-4
N/C(Cc1cccs1)=N\OC(=O)COc1ccccc1Cl	nt	40	-15	4	nt	8	nt	nt
CC(OC(=O)c1cccn1C)C(=O)Nc1ccc2c(c1)OCO2 (centres undefined)	-1	2	-11	-4	8	9	-2.0	-15
Cc1ccc(-c2nc(CS(=O)CC(=O)NCCN(CC(C)C)CC(C)C)c(C)o2)cc1 (centres undefined)	nt	-30	-4	3	nt	-1	nt	nt
CC(C)(C)OC(=O)N1CCC[C@@H]1C(=O)N1CCC[C@H]1C(=O)NCc1ccccc1	-2	nt	nt	nt	-5	nt	0.0	-7
Cc1cc(F)ccc1S(=O)(=O)Nc1ccccc1C(=O)N1CCCC1	-4	-1	2	1	7	-7	-0.3	-6
C[C@@H]1CN([C@@H](C)CO)C(=O)c2cccc(NC(=O)Nc3ccc4c(c3)OCO4)c2O[C@H]1CN(C)Cc1ccc(C(=O)O)cc1	7	nt	nt	nt	2	nt	19	2
Cc1cc2c(c(=O)o1)[C@@]1(C(=O)N(C)c3ccccc31)C1=C(CC(C)(C)CC1=O)O2	-1	nt	nt	nt	-6	nt	-0.2	10
COc1ccccc1N=c1oc2c(OC)cccc2cc1C(=O)NCc1ccco1	nt	52*	-15	6	nt	4	nt	nt
CC(C)(C)NC(=O)C(=O)NC(=O)c1c(F)cccc1Cl	-6	-14	nt	3	0	6	0.9	-32
COc1ccc(-c2cc(C)no2)cc1S(=O)(=O)N1CCN(c2cccc(C)c2)C(C)C1 (centres undefined)	9	11	17	4	-3	-6	0.0	-21
CC(NC(=S)NC1CCCCC1)c1ccccc1 (centres undefined)	-1	2	-4	4	-2	-8	nt	-14
COC(=O)c1cc2c(c3c4cc(C)ccc4n(S(=O)(=O)c4ccc(OC)cc4)c13)C(=O)N(Cc1ccc(C(F)(F)F)cc1)C2	2	nt	nt	nt	0	nt	0.9	-31
C/C=C(/C)C(=O)Nc1cccc(C2=NOC3(C2)C[C@@H](C(N)=O)N(C(=O)c2ccc(OC)cc2)C3)c1 (some centres undefined)	1	-13	-1	0	3	-11	0.4	-13
COc1ccc2c3c(n(C)c2c1)[C@@H](CO)N(C(C)=O)CC31CCN(C(=O)C2CCOCC2)CC1	1	nt	nt	nt	-1	nt	-0.1	25
COCCCNC(=O)CN1C(=O)/C(=C/c2ccccc2)Sc2ccccc21	-2	-2	-1	8	-6	1	nt	-9
Cc1ccc(-c2ccc3c(c2)O[C@H](CN(C)Cc2ccc(C(=O)O)cc2)[C@@H](C)CN([C@H](C)CO)S3(=O)=O)cc1	1	-16	4	0	-2	1	0.5	0
COc1ccc(NC(=O)CSc2nc3ccccc3nc2N2CCCCC2)cc1	3	6	-3	-1	-2	16	nt	-13
COC(=O)C1=C(C)N(Cc2ccccc2C(F)(F)F)C(=NCc2ccc(C(F)(F)F)cc2)NC1CCc1ccccc1 (centres undefined)	0	nt	nt	nt	1	nt	-0.1	-16
OCC[C@H]1C[C@@H](O)[C@H](O)[C@]2(CCCc3ccccc3O2)O1	4	-9	-2	1	1	-9	0.0	-13
CCOC(=O)c1[nH]c(C)c(C(=O)NC)c1C	3	-3	-1	-1	4	-10	0.6	-1
CC1=CC(C)(C)NC(=S)N1c1ccc2ccccc2c1	3	7&13	1&4	0&3	-2	-2&2	0.8	-11
CCCOc1ccc(CSC(CC(=O)O)C(=O)O)cc1 (centres undefined)	nt	-11	-3	4	nt	7	nt	nt
O=C(Cc1ccc(NC2=NC3CS(=O)(=O)CC3S2)cc1)NCCc1ccccc1 (centres undefined)	-4	-7	0	-3	2	-9	2.9	-15
CC(C)NC(=O)N(C)C[C@H]1Oc2ncc(C#CC3(O)CCCC3)cc2C(=O)N([C@H](C)CO)C[C@@H]1C	9	0	2	-2	-2	-3	-0.3	1
CC1([N+](=O)[O-])COC2(CCCCC2)OC1	-8	-7	-30	2	-1	-1	0.2	-6
CN(C)c1ccc2c(c1)[C@@H]1C[C@H](CC(=O)NCC3CC3)O[C@@H](CO)[C@@H]1O2	-2	0	28	5	-2	-21	-0.4	-67
CC(C)c1ccc(NC(=O)Cn2ncn3c(cc4ccccc43)c2=O)cc1	-1	2	2	-2	-2	-4	nt	-17
O=C1C2C3C=CC(C3)C2C(=O)N1CCN1CCN(Cc2ccc([N+](=O)[O-])cc2)CC1 (centres undefined)	2	nt	-5	3	-4	-7	nt	-14
CCCc1nc(SCC(=O)N2CCC(Cc3ccccc3)CC2)c2c(=O)n(C)c(=O)n(C)c2n1	-10	3	-3	1	0	-3	-0.1	-14
O=C(C1=C[C@H](C2CC2)C[C@H](OCCCCO)O1)N1CCN(Cc2ccc3c(c2)OCO3)CC1	-1&-4	0	11&-7	15&3	0&-6	-7&4	-0.1	22&-14
CCc1nc2c(OCCc3cccc(OC)c3)cccn2c1N(C)C(=O)c1ccc(OC)cc1	4	0	nt	1	-2	2	-0.3	-25
N#Cc1cccc(NC(=O)c2cncn2-c2ccccc2)c1	-4	-1	11	9	-2	-9	0.1	-6
COCC(=O)N1C[C@H]2[C@@H](c3ccccc31)[C@@H](CO)N2C(=O)C1CCOCC1	2	2	-6	2	4	2	0.6	-15
COc1ccc([Si](C)(C)[C@@H]2[C@@H](CCn3cc([C@H](O)c4ccccc4)nn3)O[C@]3(C(=O)N(Cc4cccc(N5CCOC5=O)c4)c4ccccc43)[C@H]2C)cc1	0	nt	6	2	1	1	nt	15
CCCNC(=O)[C@@H]1[C@@H](CO)[C@@H]2Cn3c(ccc(-c4cccc(OC)c4)c3=O)[C@@H]2N1Cc1nccs1	2	nt	nt	nt	-3	nt	-0.4	-9
CCCN1C2=C(C(=O)CCC2)C(c2ccc(O)c(Br)c2)C2=C1CCCC2=O	nt	3	-9	0	nt	2	0.3	nt
CC(=O)c1ccc(N/N=C2/CCCNC2=O)cc1	-4	nt	-10	-1	0	6	1.4	0
COC(=O)CCC(=O)N1CCCC(CO)(Cc2ccccc2C)C1 (centres undefined)	3	nt	nt	nt	-2	nt	-0.1	1
CN(C)CCCNC(=O)c1cc(C(=O)c2cccc(Cl)c2Cl)c[nH]1	4	-9	10	1	-6	-4	nt	3
O=C(CSc1nnc(NC(=O)c2ccccc2F)s1)Nc1ccccc1F	6	nt	-4	nt	0	nt	-0.1	-2
O=C(N/N=C/c1ccc[nH]1)c1ccccc1OCc1ccc(F)cc1	0	-3	-5	nt	-2	nt	0.0	-22
Cc1ccc(CN2C(=O)c3ccccc3Sc3ccc(C(=O)NCCCN4CCOCC4)cc32)cc1	5	0	-1	6	-3	-6	0.1	-8
Clc1ccccc1Nc1nnc(-c2ccncc2)s1	-3	nt	-3	nt	-4	nt	0.4	-5
O=C(Nc1ccccc1F)N[C@H]1CC[C@@H](CCNS(=O)(=O)c2ccc(F)cc2)O[C@@H]1CO	3	2	7	-2	-2	-3	0.6	-4
O=C(Cc1ccccc1Cl)Nc1nc2ccccc2[nH]1	3	25	-1	1	2	-4	0.4	-11
CN(CCc1ccccc1)C(CCc1ccccc1)C(=O)Nc1ccc2c(c1)OCCO2 (centres undefined)	1	-1	nt	6	-7	2	0.1	-2
COc1ccc(CC(=O)OCc2cc3ccccc3[nH]c2=O)cc1	nt	-4	0	0	nt	2	nt	nt
O=C(C1CC1)N1CC(=O)N2[C@H](CO)[C@H](c3ccc(C#CCc4ccccc4)cc3)[C@H]2C1	-2	nt	nt	nt	0	nt	0.0	-6
O=C(CC1SC(N2CCCCC2)=NC1=O)Nc1ccc(C(=O)O)cc1 (centres undefined)	-2	-3	-2	-5	-1	4	nt	5
O=C(NCc1ccccc1Br)c1cccc2c1C(=O)c1ccc(-c3ccc(OC(F)(F)F)cc3)cc1S2(=O)=O	nt	3	3	4	nt	11	nt	nt

Hits appear at their usual frequency (roughly 3.2% active in at least one column).
